Assay outcomes as filed in PubChem.
MT1-MMP txn act = activates MT1-MMP transcription; HT1080 MT1-MMP promoter luciferase reporter, luminescence, overnight; stronger effect = higher value; hit rate 0.16% among 86,000; activation factor at 10 µM; AID 750;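 active = activation factor of at least 2 for MT1-MMP transcription at 10 µM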
S1P2 ag = activates the human S1P2 receptor; S1P2-expressing cell line, agonist reporter read-out; hit rate 0.46% among 97,000; activation, % at 4.5 µM; AID 729; in the data active = activation above about 16%;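 note: 0% = vehicle low control and 100% = maximal reference agonist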
PLK1 PBD inh = Plk1 (human) PBD binding inhibition. inhibition, %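 (tested at about 20 µM)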. P53350. Plk1 PBD phosphopeptide binding, fluorescence polarization. hit rate 0.13% among 97,000; in the data active = inhibition above about 34%, passing the limit was not always enough
PLK1 inh = blocks human PLK1 kinase activity; AID 619; inhibition, % at 10 µM; recombinant PLK1 kinase, TR-FRET peptide phosphorylation; P53350; hit rate 0.53% among 97,000;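 active = inhibition of 50% or more in the single-concentration screen; inactive = inhibition below 50%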;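 note: 0% = DMSO max control and 100% = H-89 dihydrochloride min control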
FAK inh = FAK (human) kinase inhibition; biochemical FAK kinase activity assay; inhibition, %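 (tested at 7 µM)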; hit rate 0.84% among 97,000; AID 727; in the data active = inhibition above about 19%;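 note: 0% = DMSO and 100% = reference compound high control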
Target sequence (Q05397 whole entry, looked up): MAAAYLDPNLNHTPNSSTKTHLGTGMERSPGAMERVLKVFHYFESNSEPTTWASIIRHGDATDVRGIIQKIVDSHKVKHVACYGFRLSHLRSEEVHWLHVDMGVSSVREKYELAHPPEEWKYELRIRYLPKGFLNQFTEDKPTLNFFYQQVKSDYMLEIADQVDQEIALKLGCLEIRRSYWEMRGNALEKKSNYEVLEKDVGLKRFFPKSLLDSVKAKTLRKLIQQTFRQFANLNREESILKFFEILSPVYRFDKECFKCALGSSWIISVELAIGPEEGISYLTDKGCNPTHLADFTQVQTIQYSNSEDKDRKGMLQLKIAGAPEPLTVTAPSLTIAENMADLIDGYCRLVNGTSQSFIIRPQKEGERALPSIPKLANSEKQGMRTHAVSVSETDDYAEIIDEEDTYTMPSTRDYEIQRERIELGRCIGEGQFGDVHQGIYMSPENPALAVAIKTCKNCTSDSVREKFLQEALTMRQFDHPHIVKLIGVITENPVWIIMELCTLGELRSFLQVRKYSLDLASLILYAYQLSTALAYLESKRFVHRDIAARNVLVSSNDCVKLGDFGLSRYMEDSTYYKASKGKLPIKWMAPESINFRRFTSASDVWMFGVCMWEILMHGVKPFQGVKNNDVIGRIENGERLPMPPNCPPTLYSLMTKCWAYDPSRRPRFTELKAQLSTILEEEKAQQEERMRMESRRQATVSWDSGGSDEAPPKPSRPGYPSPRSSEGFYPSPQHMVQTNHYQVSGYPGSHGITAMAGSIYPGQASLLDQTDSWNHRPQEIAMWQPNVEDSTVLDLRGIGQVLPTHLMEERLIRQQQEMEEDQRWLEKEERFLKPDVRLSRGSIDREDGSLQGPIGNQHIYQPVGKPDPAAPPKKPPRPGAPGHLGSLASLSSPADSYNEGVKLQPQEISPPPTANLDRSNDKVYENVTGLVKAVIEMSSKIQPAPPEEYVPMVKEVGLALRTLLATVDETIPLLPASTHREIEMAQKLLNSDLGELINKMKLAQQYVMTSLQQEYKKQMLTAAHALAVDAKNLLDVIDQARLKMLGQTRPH
PLAP activator = human PLAP activation; P05187; purified PLAP enzyme, luminescent substrate read-out; stronger effect = higher value; activation fold at 20 µM; hit rate 1.2% among 96,000; AID 696; in the data active = activation fold above about 2
S1P2 blocker = antagonists of human S1P2 receptor; O95136; cell-based S1P2 antagonist assay, inhibition at 5 uM; hit rate 0.21% among 97,000; inhibition, % at 5 µM; in the data active = inhibition above about 45%;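 note: CRE beta-lactamase reporter cells expressing human S1P2 stimulated with S1P; 0% = agonist at EC80 alone and 100% = agonist plus reference antagonist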
Rev-RRE block = HIV Rev-RRE protein-RNA interaction inhibition | P05866 | Rev peptide-RRE RNA binding, FRET | inhibition, % at 8 µM | hit rate 0.79% among 97,000;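 active = inhibition above the screen-wide mean plus 3 SD, cut at about 35% in these data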;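 note: 0% = median DMSO wells and 100% = median Neomycin B control wells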
Target sequence (P05866 whole entry, looked up): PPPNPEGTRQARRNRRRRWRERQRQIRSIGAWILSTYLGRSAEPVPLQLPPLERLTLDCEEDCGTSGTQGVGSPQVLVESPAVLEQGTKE
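Material: labelled RRE RNA duplex and labelled Rev peptide / Buffer or medium: HEPES pH 7.5 salt buffer with EDTA / Compound dosing: single point, 8 µM final nominal compound concentration / Benchmarks: DMSO low control, neomycin B high control / Timing: 5 min preincubation and 15 min binding, 25 °C / Technique: FRET fluorescence readout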
EphB4 ephrin blk = blocks human EphB4 binding to ephrin-B2. hit rate 0.15% among 97,000. EphB4 LBD / TNYL-RAW-Alexa532 peptide, fluorescence polarization. inhibition, % at 7 µM;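 active = inhibition above the screen-wide mean inhibition plus 3 SD, cut at about 15% in these data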;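 note: 0% = DMSO wells and 100% = excess unlabeled TNYL-RAW peptide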
The depositor's hits bear a star; · = no result given.

SMILES	MT1-MMP txn act	S1P2 ag	PLK1 PBD inh	PLK1 inh	FAK inh	PLAP activator	S1P2 blocker	Rev-RRE block	EphB4 ephrin blk
O=C(NCCCn1ccnc1)c1ccco1	1.1	-6.6	-1.4	-11.4	2.4	0.8	-102.4	10.5	-2.5
COCCCNC(=O)c1ccc(Cn2c(=O)c3ccccc3n(Cc3ccccc3C#N)c2=O)cc1	1.1	-7.6	3.4	8.9	1.7	1.4	-6.4	-5.6	-1.1
Cn1c(=O)n(Cc2ccccc2)c(=O)c2c1nc1n2CCCN1Cc1ccccc1	1	-7.0	-11.5	-13.2	-0.5	1	17.2	1.1	-7.5
C/C=C/COc1nc2c(c(=O)n(C)c(=O)n2C)n1C	1.1	-6.3	7.9	-4.5	-1.3	·	-13.2	3.5	-4.0
O=C(CSc1nccc(=O)[nH]1)Nc1ccc(F)c(Cl)c1	1.3	-4.5	10.3	9.2	-3.5	1	13.5	13.3	7.2
CCCCCc1cc(O)c2c(C)cc(=O)oc2c1	1.1	-5.3	6.7	2.0	0.0	1.1	10.9	6.3	-3.6
Cc1ccsc1C(=O)OCc1csc(-c2ccccc2)n1	0.4	-4.4	3.2	-5.7	1.3	0.5	-24.0	19.9	-0.3
O=C(N/N=C/C=C/c1ccccc1)C1CC1c1ccccc1 (stereo unspecified)	0.9	0.3	-18.7	-7.7	0.5	·	-7.3	13.9	-4.9
CCC(C)(C(=O)NC1CCCC1)N(C(=O)c1cnccn1)c1ccccc1 (stereo unspecified)	1.1	-0.2	-6.1	-14.5	3.4	1.3	-1.6	3.3	-5.3
COc1ccc(CCNc2oc(-c3ccccc3OC)nc2C#N)cc1OC	1.1	2.4	-14.9	-11.2	1.5	1.6	11.2	4.4	11.5
N/C(=N\OC(=O)c1ccccc1Cl)c1ccc(Cl)cc1	·	-5.5	7.3	-3.7	-2.8	0.8	-13.3	2.9	-1.5
COc1cc(CNc2ccccc2SC)cc(OC)c1OC	1	-5.4	-16.0	-12.1	1.3	1.5	2.5	8.6	4.2
COc1cc(OC)cc(-c2nnc(SCC(=O)Nc3cc(C)on3)o2)c1	1.1	-5.6	32.1	-9.2	-3.0	·	14.5	1.9	-2.1
Cc1c(NC(=O)C(CC(=O)O)NCc2ccco2)c(=O)n(-c2ccccc2)n1C (stereo unspecified)	1.1	-0.4	-20.2	-15.8	2.3	·	-0.4	5.1	0.3
CC(C)c1nnc(SCc2ccc(CSc3nnc(C(C)C)n3N)cc2)n1N	1.2	-4.7	12.3	0.9	-11.6	0.9	0.4	3.8	-3.4
Cc1ccc(C(=O)COC(=O)c2n[nH]c(=O)c3ccccc23)cc1	·	-2.0	0.6	-13.0	5.2	0.9	-3.5	11.4	1.6
O=C(/C=C\Nc1cccc(F)c1)c1ccc2c(c1)OCO2	0.6	-4.0	10.3	-10.0	0.8	0.8	6.7	-3.0	3.0
O=C(NCc1cccs1)c1csc2ccccc12	1.5	-1.1	-12.6	5.1	-0.6	0.8	5.1	8.0	3.5
COc1ccc(Cl)cc1C(=O)NCc1cn(C)nc1C	0.9	-0.1	12.4	-8.8	-1.3	1.1	1.6	4.9	-3.0
CSc1cccc(NC(=O)Cn2cccc2)c1	1.2	-1.3	-12.5	-7.9	0.1	1.2	4.7	0.5	-0.3
O=C(O)c1c[nH]c(=S)n1-c1ccc(F)cc1	1.1	-2.3	17.2	-11.0	0.3	1.1	14.0	7.2	4.1
O=C(Cn1nnc2ccccc21)N/N=C\C=C\c1ccccc1	·	-3.5	9.6	-10.4	-4.4	1	6.6	1.8	-8.1
COc1ccccc1N1CCN(C(=O)CN(Cc2ccc(Cl)cc2)S(C)(=O)=O)CC1	1.1	-4.4	-3.9	-1.2	-1.3	1.6	4.9	-5.3	0.5
CCOC(=O)c1sc(N)c(C#N)c1CSc1nnc(C2CCCCC2)n1N	1.2	-8.1	5.2	-12.1	-0.1	1.3	7.3	6.5	-6.6
COc1ccc(-c2cc(C(=O)NC(C(=O)O)C(C)C)c(C)o2)cc1OC (stereo unspecified)	1.4	-12.4	-7.9	-6.2	2.8	1.7	-4.4	1.2	-4.0

Part of the list above, reformatted:
COCCCNC(=O)c1ccc(Cn2c(=O)c3ccccc3n(Cc3ccccc3C#N)c2=O)cc1
  MT1-MMP txn act: 1.1	S1P2 ag: -7.6	PLK1 PBD inh: 3.4	PLK1 inh: 8.9	FAK inh: 1.7	PLAP activator: 1.4	S1P2 blocker: -6.4	Rev-RRE block: -5.6	EphB4 ephrin blk: -1.1

Cn1c(=O)n(Cc2ccccc2)c(=O)c2c1nc1n2CCCN1Cc1ccccc1
  MT1-MMP txn act: 1	S1P2 ag: -7.0	PLK1 PBD inh: -11.5	PLK1 inh: -13.2	FAK inh: -0.5	PLAP activator: 1	S1P2 blocker: 17.2	Rev-RRE block: 1.1	EphB4 ephrin blk: -7.5

Returning to the listing with the 3 entries that preceded the break.
SMILES	MT1-MMP txn act	S1P2 ag	PLK1 PBD inh	PLK1 inh	FAK inh	PLAP activator	S1P2 blocker	Rev-RRE block	EphB4 ephrin blk
COc1ccccc1N1CCN(C(=O)CN(Cc2ccc(Cl)cc2)S(C)(=O)=O)CC1	1.1	-4.4	-3.9	-1.2	-1.3	1.6	4.9	-5.3	0.5
CCOC(=O)c1sc(N)c(C#N)c1CSc1nnc(C2CCCCC2)n1N	1.2	-8.1	5.2	-12.1	-0.1	1.3	7.3	6.5	-6.6
COc1ccc(-c2cc(C(=O)NC(C(=O)O)C(C)C)c(C)o2)cc1OC (stereo unspecified)	1.4	-12.4	-7.9	-6.2	2.8	1.7	-4.4	1.2	-4.0
COC(=O)c1ccc(NC(=O)CN(C2CCCCC2)S(C)(=O)=O)cc1	1	-2.8	-24.8	-7.2	2.9	2*	-9.4	1.5	0.6
Cc1cccc(NC(=O)C2CCCN(C(=O)NC3CCCCC3)C2)c1C (stereo unspecified)	1.2	-9.3	8.8	-7.9	-4.8	1.2	-11.3	1.9	-2.3
O=C(Nc1cccc2c1CCCC2)c1ccco1	1.2	-2.0	7.3	-16.2	1.1	0.9	2.0	7.0	-2.4
Cc1ccc(S(=O)(=O)CC(c2ccccc2)N2CCOCC2)cc1 (stereo unspecified)	1	-4.2	16.8	-11.4	-1.2	1.1	-17.9	0.0	-2.2
COc1cc(OC)cc(-n2nnnc2SCC(=O)NC2CCCC2)c1	·	-6.4	-1.1	-8.8	-0.9	0.7	-7.8	4.3	2.1
Cc1cc(NC(=O)C2C3C(=O)N(Cc4ccc(Cl)cc4)C(C(=O)NCc4ccccc4)C34C=CC2(C)O4)no1 (stereo unspecified)	·	-1.1	-10.2	-4.8	-1.3	1.8	8.9	4.3	-1.4
Cc1nc(C)c(C(=O)C2=C(O)C(=O)N(CCN3CCOCC3)C2c2ccco2)s1 (stereo unspecified)	1.1	-11.4	26.2	-6.0	-2.4	0.9	-25.0	2.6	0.7
O=c1c2nnn(Cc3ccc(Cl)cc3)c2ncn1Cc1ccc(F)cc1	1.1	-7.6	8.3	-11.5	-2.8	1	5.6	11.6	6.4
Cc1cc2ccc(C)c(C)c2nc1SCC(=O)c1cccs1	·	-5.6	-6.2	-12.7	2.2	0.6	-2.0	17.0	-0.4
Cc1ccc(NC(=O)CN2C(=O)S/C(=C\c3cc(C)n(C)c3C)C2=O)cc1	·	-3.4	19.0	-17.5	2.7	1.1	-0.5	-1.5	-11.1
CC(C)(C)OC(=O)Cn1c(=O)cnc2ccccc21	1.2	-5.2	11.6	-12.7	2.6	0.9	-3.2	4.2	6.3
CC1(C)NC(=O)N(CC(O)CNC23CC4CC(CC(C4)C2)C3)C1=O (stereo unspecified)	1	-4.7	2.1	-9.8	-0.5	1.5	5.5	9.1	5.4
CCOC(=O)c1c(NC(=O)CSc2nc3ccccc3s2)sc(C(C)=O)c1C	·	-2.5	-8.5	-7.3	1.7	1	26.9	16.7	-1.5
CCN(CC)c1cccc(OCC(=O)N(C)CCC#N)c1	1.1	-4.5	-11.5	5.8	-14.6	1.2	18.8	31.0	-7.2
c1ccc(-c2cc(N3CCCCCC3)n[nH]2)cc1	1.6	-3.4	12.6	-3.9	4.3	1	4.8	3.2	1.6
COc1ccc(Br)cc1-c1noc(-c2ccncc2)n1	0.9	-7.2	14.0	-4.4	0.7	1.1	-36.5	0.4	-2.0
COCCn1c(=O)[nH]c2cc(C(=O)OC)ccc2c1=O	1.1	-2.7	-6.1	-5.7	3.6	1.1	19.5	7.4	-5.7
Cc1cc(NC(=O)CSc2nnc(CNc3cccc(C(F)(F)F)c3)n2Cc2ccco2)no1	0.9	-4.3	-16.6	-5.1	4.0	0.9	-13.2	5.9	4.9
CCCCN(CC)CCNC(=O)c1cc2c(=O)n(C)c3ccccc3c2n1C	1.2	-4.9	-19.0	3.2	3.4	1.8	-12.2	3.4	-7.7
COC(=O)c1c(NC(=O)C2CC=CCC2C(=O)O)sc(C)c1C (stereo unspecified)	1	-2.8	4.8	1.4	-6.9	1.4	-6.9	1.4	-2.3
COc1ccccc1-n1cnc2sc(-c3ccccc3)cc2c1=O	·	-1.8	-16.7	-12.2	4.0	1	-14.8	8.6	-6.8
CCOC(=O)c1c(C)n(C)c2ccc(OC)c(NC(=O)c3cccs3)c12	1	-9.8	13.0	-8.0	-3.0	1.1	0.5	5.4	-3.7
COc1cccc(CN(C(=O)Cc2c[nH]c3ccccc23)C(C(=O)NC2CCCCC2)c2cccs2)c1 (stereo unspecified)	·	-5.2	-1.5	0.4	-7.5	1.6	-14.3	2.8	3.4
Cc1ccc(C(=O)CN(C(=O)c2ccc(Cl)c(Cl)c2)N2C(=O)C3C4C=CC(C4)C3C2=O)cc1 (stereo unspecified)	·	-9.7	-5.6	-3.4	-3.1	1.4	17.0	3.6	0.1
Cn1c(SCC(=O)N2CCOCC2)nc2cccnc21	1.3	-3.0	27.1	0.4	0.6	1	-212.3	8.3	7.1

For reference, some entries already given:
SMILES	MT1-MMP txn act	S1P2 ag	PLK1 PBD inh	PLK1 inh	FAK inh	PLAP activator	S1P2 blocker	Rev-RRE block	EphB4 ephrin blk
O=C(NCCCn1ccnc1)c1ccco1	1.1	-6.6	-1.4	-11.4	2.4	0.8	-102.4	10.5	-2.5
COCCCNC(=O)c1ccc(Cn2c(=O)c3ccccc3n(Cc3ccccc3C#N)c2=O)cc1	1.1	-7.6	3.4	8.9	1.7	1.4	-6.4	-5.6	-1.1

Remaining list, next part.
SMILES	MT1-MMP txn act	S1P2 ag	PLK1 PBD inh	PLK1 inh	FAK inh	PLAP activator	S1P2 blocker	Rev-RRE block	EphB4 ephrin blk
Clc1ccc(SCCCCn2ccnc2)cc1	1	-1.3	17.3	-10.8	-1.4	1.3	-10.8	2.0	-5.2
COC(=O)C1CCN(C(=O)COC(=O)CC(NC(C)=O)c2ccccc2)CC1 (stereo unspecified)	·	-0.5	3.0	-12.1	1.4	0.9	-3.8	6.4	5.4
COc1cccc2c(=O)n(CC(=O)Nc3ccc(F)cc3F)ccc12	·	-5.0	19.2	-20.3	2.4	1	-2.7	2.1	0.1
CCNC(=O)COc1ccc2ccccc2c1	1.4	-4.8	-15.4	-8.6	0.3	1.2	4.5	8.1	0.4
Cc1cccc(N(C(=O)CCC(=O)Nc2cccnc2)C(C(=O)NC2CCCC2)c2ccncc2)c1 (stereo unspecified)	1.1	-3.0	-22.3	-15.6	-0.8	·	-16.5	2.8	-5.0
COc1ccc(CC(=O)NC(CC(=O)O)c2ccc(OC)cc2)cc1 (stereo unspecified)	1	-5.3	-1.5	-7.3	7.9	1.2	13.2	7.7	1.5
Cc1ccc(-n2nnnc2SCC(=O)Nc2nc(-c3ccc(F)cc3)cs2)cc1C	·	-6.9	17.5	-9.7	-4.0	0.9	-7.0	7.3	-9.0
Cn1nnc2cc(C(=O)Nc3cccnc3)ccc21	1.2	0.0	26.3	-9.2	-2.3	1.1	-13.9	6.1	1.9
O=C(N/N=C/c1ccc2c(c1)OCO2)c1sc2cccc(Cl)c2c1Cl	·	-2.9	9.9	-8.2	3.6	1	-28.4	2.9	-6.6
O=c1[nH]c2cccnc2n1Cc1ccco1	1.2	1.1	-5.4	-17.4	-1.1	1.3	-1.5	6.5	-7.1
Cc1ccc2nc(NC(=O)COC(=O)c3ccc(Br)o3)sc2c1	1.2	-0.4	-2.9	-2.0	4.0	1.1	6.2	10.6	7.8
